# Screening results: PubChem BioAssay, National Center for Advancing Translational Sciences (NCATS)
# KCNH2 3.1 block: KCNH2 3.1 (human) potassium channel inhibition; U2OS KCNH2 3.1, thallium flux FluxOr; hits give low values; activity change, % (tested at about 1.8 µM); 340,000 tested, 0.95% active;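 active means maximum activity change below -70%; inconclusive means maximum activity change from -70% to -50%; inactive means maximum activity change above -50%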;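 further: thallium influx rate constant from kinetic fluorescence after stimulation buffer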
#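 Thallium flux read-out: FluxOr dye with Red40 quencher in HBSS/HEPES, 45 min at RT. Rate constants from kinetic reads were normalized to positive and negative DMSO controls. Cells: U2OS virally expressing the 3.1 isoform.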
# uPA surface inh: inhibitors of cell surface uPA generation; cell surface uPA generation assay, qHTS; AID 540303; 330,000 tested, 0.31% active; Potency, µM (highest dose often 38.3 µM), inactives show at the highest dose activity change, negative = inhibition, actives largely listed as inhibitors; active means well fitted inhibition curve with a large enough effect; inconclusive means small, poorly fitted or top-dose-only effect; inactive means no such curve, though single readings can be large or run the other way; tested in mouse RAW 264.7 cells; further: potency means the concentration at half of the fitted maximal effect; nearly all actives have a fitted effect of over 55% in size
# BCR signal inh: blocks chronic active B-cell receptor signaling; ABC-DLBCL IkBa-CBG/CBR reporter, luminescence ratio, 4 h; Potency, µM (titrated, usually from 46.1 µM), without a hit: at the top dose ratio change, negative = lower green/red ratio, usual class: inhibitors; 340,000 tested, 0.05% active; AID 493014; active means well fitted inhibition curve with a large enough effect in the signal ratio, with a control signal flat, not every such curve was filed as active; inconclusive means small, poorly fitted or top-dose-only effect, or effect the other way, or a change in a side signal; the % refers to the signal ratio;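 further: potency means the concentration at half of the fitted maximal effect; plate controls were basal doxycycline-induced cells for no effect and cells given 10 µM MG132 for full effect; MG132 reads +100%, hits lower the ratio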
#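 TMD8 ABC-DLBCL cells carrying doxycycline-inducible green luciferase fused to IkappaBalpha plus unfused red luciferase were exposed to compounds (up to 46 uM) for 4 hrs at 37C. Activity came from the overlap-corrected green/red luminescence ratio.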
# Giardia kill: Giardia lamblia killing; activity change, % at 7.66 µM, hits read low; 340,000 tested, 0.15% active; AID 540267; Giardia lamblia trophozoite viability; in the data active means activity change below about -80%; inconclusive means between about -30% and that limit;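 further: parasites exposed to compound for two days anaerobically before the ATP read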
#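 Luminescence from cellular ATP indicates surviving trophozoites (100 cells/well) following 48 hrs anaerobic compound treatment at 37 deg C; signal develops 15-30 min at room temperature.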
# KCNH2 WT inh: blocks the wildtype human KCNH2 potassium channel | Q12809 | U2OS, BacMam KCNH2, thallium flux FluxOr; hits give low values | activity change, % at 1.84 µM | 340,000 tested, 0.37% active | AID 720551;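 active means maximum activity change below -70%; inconclusive means maximum activity change between -70% and -50%; inactive means maximum activity change above -50%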
#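 U2OS cells transduced with wild-type KCNH2 virus are loaded with FluxOr dye for 45 min, and thallium flux is measured in kinetic reads before and after stimulation buffer. Rate constants are normalized to DMSO controls.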
# B2AR arrestin: recruits beta-arrestin to the human beta2-adrenergic receptor; AID 492947; P07550; 330,000 tested, 0.02% active; beta-arrestin recruitment to beta2AR, cell-based reporter; Potency, µM (doses to about 46.1 µM), inactives show at the highest dose activation, hits mostly activators;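 further: potency means the concentration at half of the fitted maximal effect; 0% = DMSO controls and full agonism = EC100 isoproterenol or metaproterenol; nearly all actives have a fitted effect of over 65% in size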
# GALK inhibitor: inhibitors of human galactokinase; P51570; Purified GALK, Kinase-Glo residual ATP luminescence; Potency, µM (titrated, usually from 57.5 µM), for inactives: top-dose activity change, negative = inhibition, hits mostly inhibitors; 270,000 tested, 0.007% active; further: potency means the concentration at half of the fitted maximal effect
# Target sequence (P51570 whole entry, looked up): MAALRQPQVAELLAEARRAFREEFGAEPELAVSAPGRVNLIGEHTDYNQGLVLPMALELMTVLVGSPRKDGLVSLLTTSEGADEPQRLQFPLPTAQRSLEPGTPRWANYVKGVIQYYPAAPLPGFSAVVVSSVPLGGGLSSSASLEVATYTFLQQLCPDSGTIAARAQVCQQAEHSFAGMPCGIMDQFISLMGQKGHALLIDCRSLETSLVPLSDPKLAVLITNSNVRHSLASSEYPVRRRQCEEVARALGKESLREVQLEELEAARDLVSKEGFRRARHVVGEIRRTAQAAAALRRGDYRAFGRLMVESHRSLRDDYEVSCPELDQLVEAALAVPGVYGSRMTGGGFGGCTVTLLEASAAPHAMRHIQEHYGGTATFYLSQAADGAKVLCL
#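 The enzyme phosphorylates galactose (100 uM) using ATP (35 uM); inhibition is detected as higher residual ATP, quantified by bioluminescence after 1 h reaction at room temperature, pH 8.0.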
# USP2a inh: USP2a (human) protease inhibition; O75604; USP2 core, Ub-CHOP2 coupled fluorogenic reporter, 485/531; Potency, µM (highest dose often 38.3 µM), without a hit: at the highest dose activity change, negative = inhibition, most hits filed as inhibitors; 330,000 tested, 0.01% active;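 further: potency means the concentration at half of the fitted maximal effect; plate controls were DMSO wells for no effect and full inhibition by NEM control for full effect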
# Target sequence (O75604 whole entry, looked up): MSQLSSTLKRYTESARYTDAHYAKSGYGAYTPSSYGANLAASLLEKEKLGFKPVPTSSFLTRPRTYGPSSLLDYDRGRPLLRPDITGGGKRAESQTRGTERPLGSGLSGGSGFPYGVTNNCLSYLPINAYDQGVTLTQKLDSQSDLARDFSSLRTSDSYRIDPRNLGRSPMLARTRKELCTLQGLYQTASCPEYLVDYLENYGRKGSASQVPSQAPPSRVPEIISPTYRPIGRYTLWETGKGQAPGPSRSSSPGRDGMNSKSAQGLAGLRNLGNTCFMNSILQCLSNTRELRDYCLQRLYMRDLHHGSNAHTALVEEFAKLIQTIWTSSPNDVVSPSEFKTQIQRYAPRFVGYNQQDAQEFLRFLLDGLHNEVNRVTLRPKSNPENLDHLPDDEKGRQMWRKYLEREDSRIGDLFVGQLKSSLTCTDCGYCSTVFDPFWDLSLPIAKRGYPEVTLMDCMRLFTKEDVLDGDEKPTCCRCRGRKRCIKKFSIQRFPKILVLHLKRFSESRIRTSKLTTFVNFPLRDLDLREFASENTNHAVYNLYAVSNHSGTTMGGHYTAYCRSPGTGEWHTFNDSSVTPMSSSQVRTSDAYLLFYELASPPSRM
#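 USP2 core (10nM final) preincubated 30min RT with compound in 20mM Tris-HCl pH 8.0, 2mM CaCl2, 2mM beta-mercaptoethanol, 0.05% CHAPS; 25nM Ub-CHOP2 plus 25nM reporter substrate added, fluorescence (Ex485/Em531) read after 60min.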
# Eya2 inh: Eya2 (human) phosphatase inhibition | O00167 | recombinant Eya2, OMFP fluorescence dephosphorylation (OMFP is methylfluorescein phosphate) | Potency, µM (top dose mostly 76.9 µM), for inactives: at the top dose activity, negative = inhibition, most hits filed as inhibitors | 330,000 tested, 0.006% active; further: potency means the concentration at half of the fitted maximal effect
#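 Eya2 (0.2 uM) preincubated 10 min at ambient with compound, then OMFP substrate added at 50 uM; 10 min reaction in 50 mM HEPES pH 7.5, 50 mM NaCl, 5 uM MgCl2, 0.05% BSA, 1 mM DTT. Fluorescence read at Ex 485/Em 525 nm.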
# FBPA coupling cs: inhibits coupling enzyme system, counter-screen for aldolase hits; AID 2472; activity change, negative = inhibition, % at 58.2 µM, hits read low; coupling enzyme system counterscreen, AmpLite Red fluorescence; 290,000 tested, 0.67% active; in the data active means activity change below about -30%
#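 Counterscreen of the coupled detection system alone, without aldolase: glyceraldehyde-3-phosphate coupling enzymes plus AmpLite Red readout. Compounds at 57.5 uM final, 10 min RT preincubation, 20 min RT reaction, fluorescence 525/598 nm.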
# PKM2 activator: increases activity of human pyruvate kinase M2 | P14618 | purified PKM2, Kinase-Glo ATP luminescence, activation; response scale: 0% is enzyme alone, no compound | Potency, µM (series often up to 57.5 µM), for the others: at the top dose activation, usual class: activators | 260,000 tested, 0.34% active | AID 1631; further: potency means the concentration at half of the fitted maximal effect; nearly all actives have a fitted effect of over 55% in size
#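 Kinase-Glo luminescence reports ATP generated from ADP (0.1 mM) and PEP (0.5 mM) by purified hPK-M2 after 1 h at room temperature, pH 7.2 imidazole buffer; intermediate enzyme activity allows detecting inhibitors and activators.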
# Active calls of the source: *; ? = inconclusive; / = not tested or not shown; [ ] = dose if it differs, or a comment. Unless noted, the call rests on the fitted dose curve; in most records, active means well fitted curve in the direction sought with a large enough effect; inconclusive means small, poorly fitted or top-dose-only effect, or another doubt; inactive means no such curve, though single readings can be large; an effect the other way counts as inactive or inconclusive. Unless noted, on the % scale 0 is the no-effect control and ±100 the full control effect. An unsorted share of the library; about 2.4% have a hit in one of these screens.
SMILES,KCNH2 3.1 block,uPA surface inh,BCR signal inh,Giardia kill,KCNH2 WT inh,B2AR arrestin,GALK inhibitor,USP2a inh,Eya2 inh,FBPA coupling cs,PKM2 activator
O=C(CSc1nnc(CNC(=O)c2ccccc2)o1)NCc1ccco1,-13,12%,-1%,16,-13,-0.8%,6%,0%,1%,/,3%
O=C(CN1CCOCC1)Nc1nc(-c2ccc3c(c2)CCN3S(=O)(=O)c2ccccc2)cs1,-6,-6%,-23%,14,2,0.0%,-2%,-4%,-18%,-5,-3%
CCC(=O)Nc1ccc(-n2nnnc2SCC(=O)NNC(=O)c2ccco2)cc1,-4,4%,?,14,4,-0.3%,-1%,11%,0%,-1,0%
Cc1cccc2cc(CNC3CCCC3)c(Cl)nc12,-9,3%,1%,10,15,0.1%,-2%,0%,3%,1,0%
CS(=O)(=O)Cc1ccc(C(=O)N(CCc2ccccc2)Cc2ccccc2)cc1,-12,-3%,2%,5,2,-0.3%,-6%,0%,-11%,/,4%
COc1cc(/C=N/NC(=O)c2cccc(S(=O)(=O)N3CCOCC3)c2)cc(OC)c1O,-14,-1%,-1%,-2,-3,0.1%,7%,2%,-6%,8,1%
Cc1cc(C(=O)OC(C)C(=O)NC2CCCCC2)c(C)o1 (configuration not stated),15,1%,3%,18,-20,0.5%,/,2%,1%,/,/
Cc1c(Cl)cccc1NC(=O)c1ncn[nH]1,10,?,-10%,-24,8,-0.3%,-1%,10%,-3%,-1,-3%
C/C=C/C=C/C(=O)[C@@H]1[C@@H]([C@]2(C)OC(=O)C(C)=C2O)[C@H]2/C(=C(O)/C=C/C=C/C)C(=O)[C@]1(C)C(=O)C2(C)O (some centres not stated),-3,?,-1%,?,2,-0.3%,-1%,0%,17%,-3,14%
CC(C)n1nnnc1SCC(=O)N1CCOCC1,4,0%,0%,6,5,-0.1%,0%,2%,-2%,0,-1%
Cn1cnnc1SCC(=O)Nc1cccc(S(=O)(=O)N2CCCCCC2)c1,-1,2%,1%,0,1,-0.2%,1%,3%,3%,0,-10%
O=C(NCCN1C(=O)S/C(=C\c2ccc(Cl)c([N+](=O)[O-])c2)C1=O)C1=COCCO1,-8,-17%,?,2,-5,-0.3%,/,1%,3%,/,/
O=c1c2ccccc2nc2n1CCCN2,4,-1%,?,17,-4,-0.3%,3%,10%,-8%,0,4%
Nc1ccccc1Sc1cc(Cl)nnc1Cl,6,-11%,10%,-24,-3,0.5%,-3%,2%,-4%,0,?
COc1cc(OC)cc(C(=O)OCC(=O)c2ccc(S(=O)(=O)N3CCCCC3)cc2)c1,3,7%,?,5,12,0.0%,/,-1%,13%,/,/
COc1ccc(C(c2nnnn2Cc2cccs2)N2CCN(c3ccccc3)CC2)cc1OC (configuration not stated),-3,-1%,0%,16,4,-0.1%,3%,-13%,-10%,0,1%
CC(C)C(C(=O)NC1=NCCS1)c1ccc(Cl)cc1 (configuration not stated),-1,-4%,1%,3,-8,0.1%,-1%,1%,-4%,4,3%
COc1ccc(C(C(=O)NC2CCCCC2)N(C(=O)c2ccccn2)c2cccnc2)cc1 (configuration not stated),1,4%,1%,-5,-22,-0.3%,5%,-1%,7%,0,6%
Cc1ccnc(NC(=O)COC(=O)c2ccc(F)cc2F)n1,1,2%,-10%,-1,2,-0.1%,-5%,0%,-19%,0,3%
COC(=O)c1ccc(COC(=O)c2ccc(-n3cnnn3)cc2)o1,-9,-3%,-2%,5,-12,0.1%,3%,-4%,-3%,1,2%
O=C(CCNS(=O)(=O)c1cccc2nsnc12)N1CC(=O)N(CCc2ccccc2)C(=O)C1,-27,2%,?,7,12,-0.1%,2%,1%,7%,3,-11%
CC(C)CC(=O)Nc1ccc([N+](=O)[O-])cc1Cl,1,-19%,-8%,-3,-5,-0.5%,5%,3%,-3%,5,-1%
COc1cccc(-c2nnc(SCC(=O)OC(C)C)n2Cc2ccco2)c1,-4,-4%,5%,-9,0,-0.6%,5%,2%,-8%,4,-7%
CCn1c(=O)cc(SCC(=O)NCCC2=CCCCC2)c2ccccc21,-12,-2%,-2%,-12,1,0.0%,0%,1%,-8%,-5,-1%
COc1nccnc1NS(=O)(=O)c1ccc(NC(=S)NC(=O)c2cccc(F)c2)cc1,-12,2%,?,4,-3,-0.9%,1%,3%,-3%,5,-4%
COc1ccccc1/C=C/C(=O)OCC(=O)NC1CCCCCCC1,16,6%,0%,14,2,-0.6%,/,-2%,1%,/,/
COc1ccccc1N1CCN(C(=O)c2cccc(S(=O)(=O)NCc3cccnc3)c2)CC1,-4,?,0%,3,-3,-0.7%,/,-7%,-4%,/,/
CC(C)[C@H](NC(=O)OCc1ccccc1)C(=O)OCc1ccccc1,-8,1%,0%,16,4,0.2%,10%,4%,-6%,1,2%
Cc1ccc(C)c(NC(=O)CN2C(=O)CNC2=O)c1,/,-10%,?,-4,-3,-0.6%,-3%,-1%,-6%,0,-3%
O=C(COC(=O)c1ccc(-n2cnnn2)cc1)Nc1cc(Cl)ccc1F,6,7%,9%,-27,1,-4.1%,/,-1%,-22%,/,/
CCc1ccc(NC(=O)C(C)OC(=O)c2ccc(N3CCCC3)c([N+](=O)[O-])c2)cc1 (configuration not stated),4,19%,15%,32[activator],/,0.0%,0%,-1%,-4%,2,-1%
C=CCOc1c(Br)cc(CNn2nnnc2N)cc1OC,8,5%,-3%,-3,15,0.1%,-2%,0%,11%,-11,3%
O=C(c1cc(S(=O)(=O)N2CCOCC2)c(Cl)cc1Cl)N1CCN(S(=O)(=O)c2cccc(F)c2)CC1,-18,-3%,2%,10,-1,-0.4%,/,-1%,-1%,/,/
COc1cc2c(cc1OC)CN(C(=O)c1cc(=O)c3ccccc3o1)CC2,-7,-15%,?,3,4,0.1%,4%,6%,-37%,-1,-2%
Cc1cccc(COc2coc(CN3CCN(C(=O)c4ccco4)CC3)cc2=O)c1,-1,0%,0%,4,-2,0.2%,/,1%,6%,/,/
CCN1CCN(C(=O)CN(c2ccc(C)cc2)S(C)(=O)=O)CC1,-13,-1%,/,-24,-10,/,2%,/,/,1,7%
O=C(Cn1nnc2ccccc2c1=O)Nc1ccc(S(=O)(=O)N2CCOCC2)cc1,18,0%,0%,-4,-18,0.0%,0%,-1%,-8%,-1,0%
NC(=O)Cn1cc(/C=N\NS(=O)(=O)c2ccc(Cl)cc2)c2ccccc21,15,1%,0%,11,7,-0.9%,-2%,0%,2%,-5,-6%
O=S(=O)(c1ccc(F)cc1)N1CN(Cc2ccco2)c2nc3ccccc3nc21,-3,-14%,?,-13,0,-0.5%,1%,-1%,-21%,1,1%
O=C(CSc1ncnc2ccccc12)Nc1ccc(N2CCOCC2)cc1,/,/,2%,/,/,0.0%,5%,3%,-4%,1,-2%
O=C(COc1ccc(Br)cc1F)N1CCN(c2ncccn2)CC1,-10,-3%,-1%,1,11,-1.0%,10%,-2%,11%,3,?
COc1cc(/C=N/Nc2nc(C)cc(C)n2)ccc1OC(=O)c1ccco1,12,0%,0%,-8,17,0.2%,0%,1%,-16%,0,0%
O=C(O)c1cc(N/N=C/C=C/c2ccccc2)ccc1Cl,-7,6%,?,6,7,0.0%,0%,0%,-9%,2,1%
CC1CCN(S(=O)(=O)c2ccc3c(c2)c(=O)c(C(=O)NCc2ccco2)cn3C)CC1,22,-3%,-5%,3,8,-0.4%,/,5%,5%,1,-3%
CCc1cccc(C)c1NC(=O)C1=C(C(=O)O)CCCC1,/,/,-1%,-7,12,0.0%,5%,-1%,10%,1,-3%
COc1ccccc1NC(=S)Nc1cccc2cnccc12,12,0%,-5%,-20,1,0.3%,1%,1%,7%,-19,1%
CSc1ccccc1NC(=O)CSc1nnnn1-c1ccccc1SC,-8,7%,?,-6,-3,-0.4%,0%,0%,1%,1,3%
Cc1ccccc1OCCC(=O)Nc1ccc2c(C)cc(=O)oc2c1,-9,-1%,0%,12,-2,0.1%,-2%,0%,3%,/,-1%
O=C(OCc1c(F)cccc1Cl)c1cnc2ccccc2n1,6,-1%,11%,47[activator],12,0.2%,19%,0%,0%,0,-2%
O=C(Nc1ccccc1C(=O)NCc1ccco1)c1ccco1,-13,3%,15%,2,-11,0.2%,0%,-1%,18%,-1,-2%
O=C(COC(=O)c1ncc(Cl)c(Cl)c1Cl)NC1CCS(=O)(=O)C1 (configuration not stated),-8,-2%,0%,-4,-2,-0.2%,/,0%,-13%,/,/
